Screens from PubChem.
PI4K2A block: inhibitors of human PI4K2A | AID 1346378 | Q9BTU6 | purified PI4K2A, ADP-Glo luminescence, 1 h; hits give low values | 420,000 compounds, 0.13% hits | activity change, negative = inhibition, % at 76.9 µM; in the data active = activity change below about -50%; inconclusive = mostly about -30% to -49%;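 also: -100% = wells without enzyme as full effect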
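ADP-Glo luminescence measured ADP generated by PI4K2A enzyme (4 ug/mL before mixing) with 1.2 mM PI substrate (pre-mix) and 300 microM ATP (pre-mix). Tris pH7.5 buffer with MgCl2, Triton X-100; 1 h reaction at ambient temperature.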
rTrxR1 inhibitor: blocks rat thioredoxin reductase 1; Potency, µM (doses to about 114 µM), without a hit: at the highest dose activity change, negative = inhibition, hits mostly inhibitors; AID 588453; 390,000 compounds, 1% hits; O89049; recombinant rTrxR1, NADPH fluorescence consumption, selenite substrate; also: potency is read from the fitted curve at half-maximal effect; % is scaled to controls: 0 for no effect and ±100 for the full control effect; nearly all actives have a fitted effect of over 65% in size
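Rat TrxR1 (90 nM in the dispensed reagent) was pre-reduced with 400 uM NADPH for 5 min at room temperature, then incubated with compound for 15 min. After 400 uM selenite was added, NADPH fluorescence (Ex 340/Em 450 nm) was followed for 8 min.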
USP1-UAF1 inh: USP1/UAF1 (human) deubiquitinase inhibition | AID 743255 | recombinant USP1/UAF1, Ub-Rhodamine cleavage fluorescence | Potency, µM (top dose mostly 57.1 µM), for inactives: at the highest dose activity change, negative = inhibition, most hits filed as inhibitors | 390,000 compounds, 0.23% hits; also: potency is read from the fitted curve at half-maximal effect; % is scaled to controls: 0 for no effect and ±100 for the full control effect; nearly all actives have a fitted effect of over 60% in size; inactives centre near -12
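1 nM enzyme complex + cpd, 15 min RT; start with Ub-Rho 150nM final; kinetic fluorescence ex 480/em 540, 6 reads q60 s. Buffer 50mM HEPES pH 7.8, 0.5mM EDTA, 0.1 mg/ml BSA, 1mM TCEP, 0.01% Tween-20.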
PGK inhibitor: T. brucei PGK inhibition; 380,000 compounds, 0.043% hits; P07378; AID 602233; PGK/GAPDH coupled, Kinase-Glo luminescence, 60 min; Potency, µM (highest dose often 57.5 µM), for inactives: at the highest dose activity change, negative = inhibition, hits mostly inhibitors; also: potency is read from the fitted curve at half-maximal effect; % is scaled to controls: 0 for no effect and ±100 for the full control effect; nearly all actives have a fitted effect of over 60% in size
Target sequence (P07378 whole entry, looked up): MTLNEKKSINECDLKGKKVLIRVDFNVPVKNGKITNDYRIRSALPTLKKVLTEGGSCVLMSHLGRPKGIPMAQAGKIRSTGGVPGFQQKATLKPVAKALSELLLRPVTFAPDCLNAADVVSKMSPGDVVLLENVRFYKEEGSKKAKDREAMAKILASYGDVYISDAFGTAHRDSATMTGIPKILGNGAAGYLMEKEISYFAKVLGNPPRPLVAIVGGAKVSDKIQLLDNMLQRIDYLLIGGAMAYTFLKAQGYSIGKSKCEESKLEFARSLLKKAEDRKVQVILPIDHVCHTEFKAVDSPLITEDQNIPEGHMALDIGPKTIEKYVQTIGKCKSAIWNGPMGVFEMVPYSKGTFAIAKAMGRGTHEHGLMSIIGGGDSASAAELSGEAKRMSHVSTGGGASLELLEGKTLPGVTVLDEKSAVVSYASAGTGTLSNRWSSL
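Luminescent ATP detection (Kinase-Glo Plus) follows a 60-minute room-temperature incubation, with wells lacking PGK as controls. Buffer: 100 mM TEA (pH 7.6), 5 mM MgCl2, 0.01% Tween-20. Coupling enzyme GAPDH (100 nM final) supplies unstable 1,3-BPG in-well.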
HP1b binding inh: HP1-beta chromodomain-methylated histone interaction inhibition; P83916; AlphaScreen HP1-beta / biotin-H3K9me3 peptide binding; AID 540317; Potency, µM (top dose mostly 114 µM), for inactives: top-dose activity change, negative = inhibition, hits mostly inhibitors; 390,000 compounds, 0.56% hits; also: potency is read from the fitted curve at half-maximal effect; nearly all actives have a fitted effect of over 70% in size; inactives centre near 23
Target sequence (P83916 whole entry, looked up): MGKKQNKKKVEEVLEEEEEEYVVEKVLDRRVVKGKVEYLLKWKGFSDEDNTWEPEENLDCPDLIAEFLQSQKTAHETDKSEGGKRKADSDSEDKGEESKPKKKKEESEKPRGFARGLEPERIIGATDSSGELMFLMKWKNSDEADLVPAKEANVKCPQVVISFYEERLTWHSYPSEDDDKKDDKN
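AlphaScreen: HP1-beta (50 nM) preformed 30 min with biotin-H3(1-18)K9me3 peptide (50 nM) in PBS pH 7.4, 0.01% Tween-20. Compound added for 30 min at RT, then streptavidin donor/nickel chelate acceptor beads (10 ug/mL) for 30 min.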
GLS inh: glutaminase GLS (human) inhibition. 410,000 compounds, 0.21% hits. Potency, µM (doses to about 45.5 µM), for the others: at the highest dose activity change, negative = inhibition, usual class: inhibitors. O94925. GLS enzymatic activity, qHTS titration; also: potency is read from the fitted curve at half-maximal effect; % is scaled to controls: 0 for no effect and ±100 for the full control effect
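Assay buffer: 45 mM KH2PO4 pH 8.2, 0.02% Tween-20. hKGA acts on L-glutamine (1 mM solution added); product glutamate is reported by an oxidase/peroxidase Amplex Red coupling, with fluorescence taken at baseline and 30 min.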
TrxR1 substrate: is turned over as a substrate by rat TrxR1 | 390,000 compounds, 0.01% hits | Potency, µM (series often up to 114 µM), without a hit: at the highest dose activity change, negative = substrate turnover | purified TrxR1 substrate turnover, NADPH consumption readout | AID 588456; also: potency is read from the fitted curve at half-maximal effect; % is scaled to controls: 0 for no effect and ±100 for the full control effect; nearly all actives have a fitted effect of over 50% in size
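Rat TrxR1, dispensed at 90 nM, was prereduced with 400 uM NADPH (final) for 5 min at ~22 deg C, then incubated with compound 15 min before 400 uM selenite. A first-read NADPH fluorescence drop versus no-compound background flagged substrates.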
Pin1 inhibitor: human Pin1 inhibition | Q13526 | Pin1 FP peptide displacement, HiFluor488, 10 min | Potency, µM (series often up to 115 µM), for inactives: at the highest dose activity, negative = inhibition, most hits filed as inhibitors | 390,000 compounds, 0.009% hits | AID 504891; active = well fitted inhibition curve with a large enough effect in the polarisation, with a control signal flat, not every such curve was filed as active; inconclusive = small, poorly fitted or top-dose-only effect, or effect the other way, or a change in a side signal; inactive = no such curve, though single readings can be large or run the other way; the % refers to the polarisation; also: potency is read from the fitted curve at half-maximal effect; % is scaled to controls: 0 for no effect and ±100 for the full control effect
Target sequence (Q13526 whole entry, looked up): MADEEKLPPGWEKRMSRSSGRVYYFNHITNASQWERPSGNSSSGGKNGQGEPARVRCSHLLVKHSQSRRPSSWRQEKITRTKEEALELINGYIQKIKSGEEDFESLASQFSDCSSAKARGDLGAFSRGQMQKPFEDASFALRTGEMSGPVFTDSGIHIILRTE
mIDH1 inhibitor: human IDH1 R132H inhibition; O75874; IDH1-R132H enzyme, NADPH consumption, diaphorase/resazurin fluorescence; Potency, µM (series often up to 76.6 µM), inactives show at the top dose activity change, negative = inhibition, usual class: inhibitors; 390,000 compounds, 0.093% hits; AID 602179; also: potency is read from the fitted curve at half-maximal effect; % is scaled to controls: 0 for no effect and ±100 for the full control effect; nearly all actives have a fitted effect of over 65% in size
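IDH1-R132H (0.5 ug/mL dispensed) in pH 7.5 Tris buffer was preincubated 30 min with compound, then given a substrate mix of 0.016 mM NADPH and 2 mM alpha-KG for 80 min at room temperature; remaining NADPH was read by diaphorase/resazurin fluorescence.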
* = called active by the depositor; i = inactive; ? = inconclusive; / = no result given; [ ] = remark or other dose. Unless noted, calls follow the shape of the dose curve; as a rule, active = well fitted curve in the direction sought with a large enough effect; inconclusive = small, poorly fitted or top-dose-only effect, or another doubt; inactive = no such curve, though single readings can be large; an effect the other way counts as inactive or inconclusive. A portion of the library, so the mix of outcomes need not match the whole.

SMILES	PI4K2A block	rTrxR1 inhibitor	USP1-UAF1 inh	PGK inhibitor	HP1b binding inh	GLS inh	TrxR1 substrate	Pin1 inhibitor	mIDH1 inhibitor
O=C(CSc1ccccc1F)NC1CCS(=O)(=O)C1 (centres undefined)	8	13%	-16%	2%	43%[activator]	-9%	8%	-3%	-5%
COc1ccc(NCC(=O)N/N=C/C2CCCCC2)cc1	2	23%	-27%	5%	11%	17%	5%	-5%	-4%
CN(C)/C=N/c1ncn(-c2ncc(C(F)(F)F)cc2Cl)n1	1	18%	-23%	-9%	29%	-2%	1%	-3%	-11%
CCN(CC)CC(C)OC(=O)COc1ccc(OC)cc1 (centres undefined)	5	0%	-9%	-6%	19%	0%	4%	-6%	6%
Cc1ccc(C(=O)O/N=C\c2ccc(N3CCCCC3)c([N+](=O)[O-])c2)cc1	1	1%	-10%	1%	?	-6%	-8%	-1%	0%
Cn1c(-c2cccc(Br)c2)cnc1NCc1ccccc1O	4	24%	2%	-8%	?	18%	-4%	-1%	0%
COc1ccc(CCNC(=O)CSc2nnnn2Cc2ccc3c(c2)OCO3)cc1OC	5	-1%	-17%	-1%	14%	-9%	-4%	-1%	8%
FC(F)(F)c1cccc(N2CCC(N=CN3CCCCCC3)=N2)c1	-1	-38%	-17%	-7%	?	12%	-10%	3%	8%
O=C(c1ccc(N2C(=O)C3C4CC(C(Br)C4Br)C3C2=O)cc1)N1CCCCC1 (centres undefined)	-2	1%	-4%	5%	22%	0%	-1%	-4%	-3%
CC1Cc2ccccc2N1C(=O)CN1CCN(Cc2ccccc2)CC1 (centres undefined)	0	14%	-22%	-6%	?	3%	2%	1%	5%

Next section:
SMILES	PI4K2A block	rTrxR1 inhibitor	USP1-UAF1 inh	PGK inhibitor	HP1b binding inh	GLS inh	TrxR1 substrate	Pin1 inhibitor	mIDH1 inhibitor
O=C(c1ccco1)N1CCN(C(c2cccs2)c2sc3ncnn3c2O)CC1 (centres undefined)	-6	0%[57.1 µM]	-8%	4%	30%	0%	-1%[57.1 µM]	0%	-2%
O=C1CC(N2CCSCC2)C(=O)N1c1ccc(F)cc1 (centres undefined)	1	-5%[57.1 µM]	-3%	-3%	12%	1%	7%[57.1 µM]	-8%	0%
CC1CCC(NC(=O)C(NC(=O)c2ccccc2)C(C)C)CC1 (centres undefined)	-1	29%	0%	-1%	27%	-1%	-3%	0%	12%
CN(CC(=O)Nc1ccc(Cl)cc1)C(=O)CCc1nc2sc3c(c2c(=O)[nH]1)CCCC3	-1	-3%	-10%	2%	3%	6%	-4%	107%[activator]	1%
COC(=O)[C@]1(Cc2ccccc2)N[C@H](CN(C)S(=O)(=O)c2ccc(C(C)(C)C)cc2)[C@@H]2C(=O)N(C)C(=O)[C@@H]21	0	18%	-28%	-3%	37%	-2%	-1%	4%	0%
COc1ccc(NS(=O)(=O)c2ccc(N3CCCCS3(=O)=O)cc2)cc1Cl	1	18%[57.1 µM]	-13%	-1%	38%	1%	1%[57.1 µM]	-3%	8%
CCOc1ccc(NC(=O)NNC(=O)COc2ccc3ccccc3c2)cc1	-14	31%	-26%	-8%	21%	29%	3%	1%	-11%
CCOc1cccc2sc(=NC(=O)CCS(=O)(=O)c3ccccc3)n(CC)c12	6	-5%	-15%	i	57%[activator]	-10%	4%	?	-2%
CCOC(=O)Nc1ccc2c(COC(=O)CN(C)S(=O)(=O)c3ccc(C)cc3)cc(=O)oc2c1	1	12%	-20%	-6%	-22%	11%	87%[activator]	28%	6%
Cc1ccc(CNC(=O)Cn2ccn(-c3ccc(F)c(F)c3)c(=O)c2=O)cc1	-6	7%	16%	3%	7%	-6%	-10%	9%	-11%

Some of these compounds in order of count of non-hydrogen atoms, falling:
SMILES	PI4K2A block	rTrxR1 inhibitor	USP1-UAF1 inh	PGK inhibitor	HP1b binding inh	GLS inh	TrxR1 substrate	Pin1 inhibitor	mIDH1 inhibitor
COC(=O)[C@]1(Cc2ccccc2)N[C@H](CN(C)S(=O)(=O)c2ccc(C(C)(C)C)cc2)[C@@H]2C(=O)N(C)C(=O)[C@@H]21	0	18%	-28%	-3%	37%	-2%	-1%	4%	0%
CCOC(=O)Nc1ccc2c(COC(=O)CN(C)S(=O)(=O)c3ccc(C)cc3)cc(=O)oc2c1	1	12%	-20%	-6%	-22%	11%	87%[activator]	28%	6%
O=C(c1ccco1)N1CCN(C(c2cccs2)c2sc3ncnn3c2O)CC1 (centres undefined)	-6	0%[57.1 µM]	-8%	4%	30%	0%	-1%[57.1 µM]	0%	-2%
CC1CCC(NC(=O)C(NC(=O)c2ccccc2)C(C)C)CC1 (centres undefined)	-1	29%	0%	-1%	27%	-1%	-3%	0%	12%
O=C1CC(N2CCSCC2)C(=O)N1c1ccc(F)cc1 (centres undefined)	1	-5%[57.1 µM]	-3%	-3%	12%	1%	7%[57.1 µM]	-8%	0%

Other entries.
SMILES	PI4K2A block	rTrxR1 inhibitor	USP1-UAF1 inh	PGK inhibitor	HP1b binding inh	GLS inh	TrxR1 substrate	Pin1 inhibitor	mIDH1 inhibitor
COCc1cc(C)nc2sc(C(=O)N3CCN(c4ccccc4)CC3)c(N)c12	3	1%	-16%	3%	62%[activator]	2%	0%	8%	12%
Cc1ccc(S(=O)(=O)N2CCCN(C(=O)c3ccc(-n4cccn4)cc3)CC2)cc1	-4	9%	-7%	2%	43%[activator]	0%	-3%	0%	-10%
CC(OC(=O)Cn1cnc2c1c(=O)n(C)c(=O)n2C)C(=O)NC1(C#N)CCCCC1 (centres undefined)	-3	-2%	-2%	0%	19%	3%	-3%	5%	4%
C=C1CCN(C(C(=O)NCc2ccc(Cl)c(Cl)c2)C(C)C)S(=O)(=O)c2ccccc21 (centres undefined)	/	0%	/	/	33%	/	-2%	3%	/
Cc1ccc(C(=O)NCCN2CCNC2=O)cc1	6	14%[57.1 µM]	?	7%	5%	0%	11%	-6%	-2%
O=C(Oc1c(CN2CCOCC2)cc(Cl)c2cccnc12)c1ccccc1F	-15	9%[57.1 µM]	?	-6%	2%	-6%	1%[57.1 µM]	-9%	18%
C=Cn1cc[n+](CC(=O)c2ccc(Br)s2)c1	4	30%	-9%	i	30%	2%	4%	-3%	-1%
O=C(CNC(=O)c1cccs1)NCC(=O)OCc1ccc(Cl)cc1Cl	-1	-1%	-4%	7%	11%	0%	3%	-1%	2%
CC(=O)Nc1ccc(N/C(C)=C/C(=O)c2cccnc2)cc1	-3	-1%	-8%	i	29%	9%	-3%	1%	5%
CC(Nc1nc(N2CCN(CCO)CC2)nc2ccccc12)c1ccccc1 (centres undefined)	9	-3%[57.1 µM]	3%	-2%	14%	2%	9%[57.1 µM]	4%	-6%

Continuation:
SMILES	PI4K2A block	rTrxR1 inhibitor	USP1-UAF1 inh	PGK inhibitor	HP1b binding inh	GLS inh	TrxR1 substrate	Pin1 inhibitor	mIDH1 inhibitor
Cc1ccc(-n2nnnc2SC(C)C(N)=O)c(C)c1 (centres undefined)	3	-11%	-6%	-6%	26%	7%	-7%	-7%	4%
CCCOc1ccc(OCCN2CCCC(C)C2)cc1 (centres undefined)	4	-5%	-7%	0%	39%	1%	-6%	-3%	3%
COc1cc(N)c2ncccc2c1OC	-2	4%	-21%	-10%	-11%	-10%	0%	-2%	14%
O=C(COc1ccc(/C=N/NS(=O)(=O)c2ccccc2)cc1)NCCc1ccccc1	11	1%[57.1 µM]	-17%	-5%	44%	24%	-27%[57.1 µM]	-1%	7%
C/C=C1\COC(C(=O)NCc2cccc(OC)c2OC)(C(F)(F)F)C=C1C=C(C)C (centres undefined)	/	-18%	/	/	25%	/	-6%	0%	/
O=C(CCCn1c(SCC(=O)c2ccccc2)nc2ccccc2c1=O)NCC1CCCO1 (centres undefined)	3	5%	-17%	-3%	4%	3%	1%	2%	5%
CCCN(CC#CC(O)(c1ccccc1)c1cccnc1)CCC (centres undefined)	-1	18%	-7%	-9%	20%	6%	3%	-2%	-4%
O=C(Nc1nccs1)C1CCCN1S(=O)(=O)c1ccc(Cl)cc1 (centres undefined)	3	1%	-21%	-4%	22%	-6%	-15%	1%	-1%
CC1S/C(=C(\C#N)C(=O)NCc2ccco2)N(c2ccc(F)cc2)C1=O (centres undefined)	-7	-8%[57.1 µM]	-16%	1%	11%	9%	-9%	9%	0%
COc1ccccc1-n1c(CNC(=O)c2ccco2)nnc1SCC(=O)Nc1nccs1	-3	-1%[57.1 µM]	12%	5%	32%	5%	7%[57.1 µM]	3%	-9%
CCOC(=O)N1CCC(N2Cc3cccc(C(=O)Nc4ccc(F)cc4)c3C2=O)CC1	5	24%	-20%	-1%	11%	1%	1%	-2%	3%
